# CXCR6 block – CXCR6 (human) receptor inhibition; O00574; CHO-K1 PathHunter CXCR6 beta-arrestin, luminescence; inhibition, % at 20 µM; 360,000 compounds, 0.36% hits; in the data active = inhibition above about 34%, passing the limit was not always enough;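 also: antagonist mode with CXCL16 agonist at 10 nM final; 0% = 10 nM CXCL16 with DMSO and 100% = unstimulated wells without agonist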
# Target sequence (O00574 whole entry, looked up): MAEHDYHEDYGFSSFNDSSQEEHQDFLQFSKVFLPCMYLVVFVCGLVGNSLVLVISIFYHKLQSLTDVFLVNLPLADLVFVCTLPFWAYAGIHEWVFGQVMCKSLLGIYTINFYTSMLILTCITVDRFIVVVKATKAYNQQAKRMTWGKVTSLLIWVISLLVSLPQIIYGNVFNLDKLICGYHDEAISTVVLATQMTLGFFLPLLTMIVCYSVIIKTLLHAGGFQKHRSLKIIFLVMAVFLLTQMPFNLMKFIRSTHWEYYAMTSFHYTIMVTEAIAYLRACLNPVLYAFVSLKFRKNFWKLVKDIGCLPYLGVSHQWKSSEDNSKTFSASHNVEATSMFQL
# APJ ag – APJ receptor agonism. P35414. 330,000 compounds, 0.11% hits. activation, % at 20 µM. CHO-K1 APJ PathHunter beta-arrestin, luminescence; 0% DMSO wells, 100% apelin;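 active = activation more than six SD over the plate average, tested at 20 µM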;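 also: 0% = DMSO alone and 100% = apelin-13 at 10 nM; some results filed as inactive read as strong as hits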
# Target sequence (P35414 whole entry, looked up): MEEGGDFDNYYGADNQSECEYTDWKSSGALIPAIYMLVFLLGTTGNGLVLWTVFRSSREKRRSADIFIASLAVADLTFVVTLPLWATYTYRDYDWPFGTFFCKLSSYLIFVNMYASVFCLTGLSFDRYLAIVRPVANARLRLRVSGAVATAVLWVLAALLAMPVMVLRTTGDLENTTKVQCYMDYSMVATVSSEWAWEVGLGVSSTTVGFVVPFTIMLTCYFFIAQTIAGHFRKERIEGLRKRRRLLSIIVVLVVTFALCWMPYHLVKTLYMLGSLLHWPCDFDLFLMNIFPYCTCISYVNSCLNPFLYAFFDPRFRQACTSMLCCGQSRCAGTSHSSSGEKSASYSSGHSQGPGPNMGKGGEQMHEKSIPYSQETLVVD
#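 Assay system: CHO-K1 cells stably expressing ProLink-tagged human APJ and arrestin–beta-gal acceptor. Compound dosing: 20 µM single point, 1% DMSO. Times: 16-18 h seeding, 90 min dark compound exposure, 60 min detection. Detection: beta-gal luminescence. Evaluation: APJ–arrestin association signal. Controls: negative DMSO alone, positive Apelin-13 at 10 nM.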
# tim10-1 inh – inhibits growth of tim10-1 mutant yeast; S. cerevisiae tim10-1 ts strain growth, BacTiter-Glo, 24 h; inhibition, % at 20 µM; 330,000 compounds, 2.2% hits;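 active = inhibition of at least 40%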;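 also: mutant grown at 25 °C; 0% = DMSO wells with yeast and 100% = wells holding no yeast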
# tim23-1 inh – tim23-1 yeast growth inhibition. S. cerevisiae tim23-1 growth, BacTiter-Glo luminescence, 24 h. inhibition, % at 20 µM. 330,000 compounds, 1.3% hits. AID 463212;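 active = growth inhibition of the mutant yeast at or above 50%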;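 also: temperature-sensitive mutant grown at 25 °C; plate controls were DMSO-treated mutant yeast for no effect and medium wells lacking yeast for full effect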
# APJ antag – APJ receptor antagonism. 330,000 compounds, 0.32% hits. AID 2521. CHO-K1 APJ beta-arrestin complementation, luminescence. inhibition, % at 20 µM. P35414;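 active = inhibition above about 40% at 20 µM, limit read from the data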;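 also: cells challenged with 10 nM apelin-13 agonist together with compound; plate controls were apelin-13 plus DMSO wells for no effect and DMSO wells lacking apelin-13 for full effect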
# UPR CHOP act – apoptotic UPR (CHOP) activation. CHO-CHOP luciferase reporter, luminescence; percent of tunicamycin response over DMSO baseline. activation, % at 10 µM. 330,000 compounds, 0.34% hits;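 active = at 10 µM dose, activation of 40% or more, normalized to positive control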;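 also: 100% = tunicamycin at 10 µg/mL and 0% = DMSO alone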
#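 assay system = CHO CHOP reporter cells | amount = 500 CHO-CHOP cells per well | buffer or medium = F12 with 10% FBS | incubation = 16-18 h cell attachment, then 6 h compound exposure, 37 °C | detection = luminescence read with Steady-Glo | read-out = percent activation relative to tunicamycin control | controls = tunicamycin high control, DMSO low control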
# Mdm2 MdmX PPI – human Mdm2/MdmX binding inhibition. O15151+Q00987. SaOS-2 split-luciferase Mdm2/MdmX complementation, luminescence. inhibition, % at 8 µM. 330,000 compounds, 3% hits;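 active = inhibition of at least 50% at 8 µM in the primary screen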
# TIM10 inh – TIM10 yeast growth inhibition; S. cerevisiae TIM10 strain growth, BacTiter-Glo luminescence, 24 h; inhibition, % at 10 µM; 330,000 compounds, 1.4% hits;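 active = inhibition of 40% or more at the single tested concentration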;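 also: wild-type TIM10 isogenic control strain grown at permissive 25 °C; 0% = DMSO yeast wells and 100% = minimal medium wells without yeast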
# UPR XBP1 act – activators of adaptive arm of unfolded protein response (XBP1) | CHO-XBP1 luciferase reporter, IRE1-XBP1 UPR activation, luminescence; percent of tunicamycin response, DMSO as zero | activation, % at 20 µM | 330,000 compounds, 0.33% hits | AID 463104;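 active = versus positive control, 20 µM dose yields 30% or more activation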;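 also: 100% = tunicamycin at 10 µg/mL and 0% = DMSO only wells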
#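 Material – CHO cell line with stable XBP1 luciferase reporter · Buffer or medium – F12 plus 10% FBS · Compound – single point, 20 µM final compound, 1% DMSO · Schedule – 16-18 h cell attachment at 37 °C, then 6 h compound exposure · Signal – Steady-Glo luminescence read · Benchmarks – high control tunicamycin 10 µg/mL final, low control DMSO vehicle only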
# The depositor's hits bear a star. An excerpt; count on the stated rates, not on these rows.
SMILES,CXCR6 block,APJ ag,tim10-1 inh,tim23-1 inh,APJ antag,UPR CHOP act,Mdm2 MdmX PPI,TIM10 inh,UPR XBP1 act
COc1cc(O)c(C(CC(=O)N2CCCC(C)C2)c2ccc3c(c2)OCO3)c(OC)c1 (stereo not drawn),-6,2,13,8,7,-0.5,-21,4,1
COc1ccc(NC(=O)NNC(=O)CCc2ccc(O)c(O)c2)cc1OC,1,2,5,14,-10,-0.5,35,3,-2
O=C(NCC(=O)N(Cc1ccccc1)C(C(=O)NC1CCCC1)c1cccnc1)c1ccco1 (stereo not drawn),-4,-1,19,-1,-2,0.1,1,-12,0
COc1ccc(C(=O)C2CCCN(C(=O)C3=CCCC3)C2)cc1OC (stereo not drawn),-2,-4,-15,16,2,0.8,19,-11,-5
C=CCn1c(SCC(=O)N(CC)C2CCS(=O)(=O)C2)nc2cc(C(=O)O)ccc2c1=O (stereo not drawn),4,-1,24,3,18,-1.6,8,-2,-5
CCCCNC(=O)c1cnc2n(c1=O)CCS2,-6,0,7,10,2,2.2,-9,8,1
CCN(CCCNc1ncnc2nc[nH]c12)c1cccc(C)c1,-4,-3,-4,-8,-77,-2.8,0,4,-2
COc1ccc(CNC(=O)CN(C2CCCCC2)S(C)(=O)=O)cc1,-2,-2,14,6,0,-1.3,2,7,1
c1cc[n+](CCC[n+]2ccccc2)cc1,7,-5,10,-1,28,0.0,-2,6,-3
CCN1CSC(=S)N(Cc2ccccc2)C1,0,-6,15,-5,15,86*,40,10,0
CN1CCC(CNC(=O)Nc2ccccc2)(c2ccccc2)CC1,-2,-4,7,5,8,3.7,0,-15,0
CCCCNC(=S)Nc1cc(S(=O)(=O)N2CCCCC2)ccc1C,1,-3,17,15,0,-1.0,19,-8,1
Cc1ccc(NS(=O)(=O)c2ccc(CCC(=O)NCCCOC(C)C)cc2)cc1,-8,0,15,4,-4,3.4,-14,-16,-3
CCC(C)c1ccccc1N1CC(C(=O)Nc2cc(S(=O)(=O)N3CCOCC3)ccc2OC)CC1=O (stereo not drawn),1,-1,13,16,-24,-1.9,-12,5,1
CC1(C)CC(=O)C(C=NCc2ccccn2)=C(O)C1,-9,3,10,8,-1,0.2,6,-7,-4
O=C(CN1CCN(c2ncc(C(F)(F)F)cc2Cl)CC1)Nc1ccc2c(c1)OCO2,-5,-1,29,13,14,-1.0,11,15,-3
CC(NC(=O)c1ccco1)C(=O)OCc1cccc(Cl)c1 (stereo not drawn),-6,0,-10,9,2,0.6,10,-13,-3
COc1ccc(-c2cn[nH]c2-c2ccc(OCc3ccccc3F)cc2O)cc1OC,6,-3,20,25,-10,-1.3,50,22,-1
CCc1nc(SC)[nH]c(=O)c1C,-3,2,0,9,-5,-0.8,3,12,-4
Cc1cc(C)cc(NC(=S)N2CCN(S(C)(=O)=O)CC2)c1,-8,4,-20,7,24,1.3,7,7,-5
CCOC(=O)/C(C#N)=C\c1cn(C)c2ccccc12,0,-2,41*,20,-20,1.5,-5,22,1
Cc1ccc(N2CC(NS(=O)(=O)c3cccnc3)CC2=O)cc1C (stereo not drawn),2,-3,-1,3,1,-1.4,-5,-6,-4
C=C(C(=O)c1ccccc1)C(CC(=O)c1ccccc1)c1ccccc1 (stereo not drawn),5,-3,59*,56*,10,33,101*,58*,-1
Clc1ccc(-c2csc3ncnc(N4CCc5ccccc5C4)c23)cc1,-2,-3,7,15,11,4.7,10,12,5
Cc1cccc(NC(=O)c2ccc(N3CCCCC3)c([N+](=O)[O-])c2)n1,6,-2,11,-11,-4,2.0,-139,-9,6
COc1cc(NC(=O)CSc2nc3c(C)ccc(C)c3cc2C)c(C(=O)O)cc1OC,-10,0,17,24,2,-1.5,0,37,-1
O=S(=O)(c1cccc(F)c1)N1CCN(C(=S)NCC2CCCO2)CC1 (stereo not drawn),-6,-3,-15,-1,-50,1.1,18,0,-1
COc1ccc(C(=O)N2CCCN(C)CC2)cc1S(=O)(=O)N(C)Cc1ccccc1,6,-4,3,12,-3,1.0,1,5,-2
Nn1c(Cc2ccccc2)nc2cc(Cl)ccc2c1=O,2,0,7,16,27,-0.8,8,-8,-2
CN1CCCCC1=NCCCn1cnc2c1c(=O)n(C)c(=O)n2C,0,-3,8,9,-11,-0.2,7,-5,1
COc1ccc(C(=O)NC(=S)Nc2ccc3[nH]c(=O)[nH]c3c2)cc1,4,-2,-10,-10,8,1.0,19,-2,1
Oc1ccccc1C1NN=C(c2ccccc2)S1 (stereo not drawn),13,0,14,58*,-13,1.5,-56,28,-3
CC(C)c1ccc(NC(=O)CCCC(=O)NCCc2ccccc2)cc1,7,0,17,27,13,0.1,21,-1,-4
O=C(N/N=C/c1cccc([N+](=O)[O-])c1)c1ccc(COc2ccccc2-c2ccccc2)cc1,-7,0,29,32,-19,0.6,-6,36,-1
O=C1OCc2cc(NC(=O)C3CCCO3)ccc21 (stereo not drawn),-6,-3,14,1,2,-2.3,-8,2,0
COc1ccc2c3c(c(=O)oc2c1OCC(N)=O)CCCC3,5,-4,11,9,-4,1.3,6,-10,6
O=C(OCC(=O)N1CCCc2ccccc21)c1cccc(S(=O)(=O)N2CCc3ccccc32)c1,3,-2,29,11,0,1.4,-17,28,5
O=C(CCS(=O)(=O)c1ccc(Br)cc1)Nc1ccc(Cl)cc1F,1,-4,2,18,-20,0.9,-22,16,-4
O=C(COC(=O)c1ccc2[nH]c3c(c2c1)CCCC3)Nc1ccc(Cl)cc1Cl,4,-4,21,-3,9,0.0,31,12,1
O=C(NC1CCCC1)C(c1ccco1)N(C(=O)c1csnn1)c1ccccc1 (stereo not drawn),1,2,-20,1,8,1.5,0,14,-4

# Three compounds already listed, ordered by number of heavy atoms, falling:
SMILES,CXCR6 block,APJ ag,tim10-1 inh,tim23-1 inh,APJ antag,UPR CHOP act,Mdm2 MdmX PPI,TIM10 inh,UPR XBP1 act
Clc1ccc(-c2csc3ncnc(N4CCc5ccccc5C4)c23)cc1,-2,-3,7,15,11,4.7,10,12,5
CCCCNC(=S)Nc1cc(S(=O)(=O)N2CCCCC2)ccc1C,1,-3,17,15,0,-1.0,19,-8,1
O=C(CCS(=O)(=O)c1ccc(Br)cc1)Nc1ccc(Cl)cc1F,1,-4,2,18,-20,0.9,-22,16,-4

# The list continues:
SMILES,CXCR6 block,APJ ag,tim10-1 inh,tim23-1 inh,APJ antag,UPR CHOP act,Mdm2 MdmX PPI,TIM10 inh,UPR XBP1 act
CCc1ccccc1N(C(=O)c1snc(C(N)=O)c1N)C(C(=O)NCC1CCCO1)c1c[nH]c2ccccc12 (stereo not drawn),7,0,18,19,11,0.5,-13,-3,3
Cc1nn(-c2ccccc2)c(Cl)c1/C=C(\C#N)C(=O)NC(C)C,0,2,56*,73*,-4,-0.6,26,53*,1
COc1ccc(N2CCN(C(=O)c3cc(-c4ccc(F)cc4)[nH]c3C)CC2)cc1,13,-1,42*,32,-1,-2.0,32,11,-8
CCOC(=O)CC1C(=O)NCCN1C(=S)NC(=O)c1ccccc1OC (stereo not drawn),-4,-3,-11,-7,-14,3.4,7,3,-4
CCNC(=O)C1CC(=O)N(Cc2ccc3c(c2)OCO3)C(=Nc2ccc(F)cc2)S1 (stereo not drawn),5,-1,5,-7,-19,0.1,23,-2,0
OCCC1CN(Cc2nc(-c3ccccc3)cs2)CCN1CCc1ccccc1 (stereo not drawn),-14,-4,-35,-224,-6,0.0,19,-4,-2
O=C1C2CCCN2C(c2ccccc2)N1c1ccc(Cl)cc1 (stereo not drawn),7,0,-2,10,14,0.6,7,-15,3
CC(=O)N1CCc2cc(S(=O)(=O)CCC(=O)N3CCN(c4ccccc4)CC3)ccc21,0,-3,-9,8,1,-1.9,11,-3,0
COc1ccc(C(=O)Nc2ccccc2C(=O)N/N=C/c2ccco2)cc1,4,0,67*,72*,0,4.2,1,47*,2
CCCCn1nc2cc(C(=O)NCc3ccc(C(F)(F)F)cc3C(F)(F)F)ccc2c1OCC,5,6,-14,12,-54,1.3,2,-23,2
CN(C(=O)C12CC3CC(CC(C3)C1)C2)C1CCS(=O)(=O)C1 (stereo not drawn),-16,-2,11,-8,15,-2.0,6,0,-1
Cc1ccc(C(=O)Oc2cccc(NC(=O)c3ccco3)c2)cc1S(=O)(=O)N1CCC(C)CC1,3,-1,18,39,9,1.5,-20,14,-3
Nc1nc(SCc2nnc(SCC(=O)O)n2-c2ccccc2)nc2sc3c(c12)CCCC3,-11,-3,14,5,6,0.0,-9,13,1
COc1ccc(C)cc1N(CC(=O)NCCSCc1cccc(Cl)c1)S(C)(=O)=O,-1,0,7,16,6,-0.9,18,7,-6
Cc1ccc(NC2CCCN(C(=O)c3cnsn3)C2)cc1C (stereo not drawn),-7,4,-4,2,-7,3.6,-6,-12,2
c1ccc(Oc2nc(-c3cccnc3)nc3ccccc23)cc1,-4,-3,15,46,-3,0.6,19,26,6
O=C(NC(=S)Nc1ccccc1Br)c1ccc2c(c1)OCO2,14,-5,11,13,-19,5.6,12,9,6

# 11 entries out of the list, arranged by count of non-hydrogen atoms, ascending:
SMILES,CXCR6 block,APJ ag,tim10-1 inh,tim23-1 inh,APJ antag,UPR CHOP act,Mdm2 MdmX PPI,TIM10 inh,UPR XBP1 act
CN(C(=O)C12CC3CC(CC(C3)C1)C2)C1CCS(=O)(=O)C1 (stereo not drawn),-16,-2,11,-8,15,-2.0,6,0,-1
Cc1ccc(NC2CCCN(C(=O)c3cnsn3)C2)cc1C (stereo not drawn),-7,4,-4,2,-7,3.6,-6,-12,2
Cc1nn(-c2ccccc2)c(Cl)c1/C=C(\C#N)C(=O)NC(C)C,0,2,56*,73*,-4,-0.6,26,53*,1
CCOC(=O)CC1C(=O)NCCN1C(=S)NC(=O)c1ccccc1OC (stereo not drawn),-4,-3,-11,-7,-14,3.4,7,3,-4
COc1ccc(C(=O)Nc2ccccc2C(=O)N/N=C/c2ccco2)cc1,4,0,67*,72*,0,4.2,1,47*,2
OCCC1CN(Cc2nc(-c3ccccc3)cs2)CCN1CCc1ccccc1 (stereo not drawn),-14,-4,-35,-224,-6,0.0,19,-4,-2
CCNC(=O)C1CC(=O)N(Cc2ccc3c(c2)OCO3)C(=Nc2ccc(F)cc2)S1 (stereo not drawn),5,-1,5,-7,-19,0.1,23,-2,0
CC(=O)N1CCc2cc(S(=O)(=O)CCC(=O)N3CCN(c4ccccc4)CC3)ccc21,0,-3,-9,8,1,-1.9,11,-3,0
Nc1nc(SCc2nnc(SCC(=O)O)n2-c2ccccc2)nc2sc3c(c12)CCCC3,-11,-3,14,5,6,0.0,-9,13,1
Cc1ccc(C(=O)Oc2cccc(NC(=O)c3ccco3)c2)cc1S(=O)(=O)N1CCC(C)CC1,3,-1,18,39,9,1.5,-20,14,-3
CCc1ccccc1N(C(=O)c1snc(C(N)=O)c1N)C(C(=O)NCC1CCCO1)c1c[nH]c2ccccc12 (stereo not drawn),7,0,18,19,11,0.5,-13,-3,3

# Screens from PubChem BioAssay.
